Assay outcomes: PubChem, several laboratories
Wee1 stabilizer: Wee1 degradation inhibitors, primary screen, cell-based, HeLa, Wee1K328M-luciferase, luminescence; reporter increase, % at 5 µM; HeLa Luc-Wee1K328M stability; 100% = proteasome inhibitor MG132 effect; Wee1-like protein kinase (Homo sapiens), P30291; actives 1.2% (n = 220,000);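 active = activation above the mean of all tested compounds plus 3 SD, set per screening run, cut at about 8.8% in these data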;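 note: cells exposed to compound for 20 h before luminescence read; 0% = DMSO alone and 100% = MG132 at 30 µM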
PERK inhibitor: block of dimerizer-induced PERK translation repression, primary screen, PERK inhibitor project, CHO PERK-DD cells, SEAP luminescence, HTS; AID 1416, 2008; actives 0.17% (n = 220,000); Eukaryotic translation initiation factor 2-alpha kinase 3 (Homo sapiens), Q9NZJ5; CHO PERK-DD fusion, SEAP luminescence translation reporter; inhibition, % at 5.6 µM;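 active = inhibition above the mean inhibition of all tested compounds plus 3 SD, set separately per screening campaign, cut at about 2.9% in these data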;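 note: PERK kinase domain activated by AP20187 dimerizer at 100 nM; 0% = DMSO with dimerizer and 100% = rapamycin at 8.4 µM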
Target sequence (Q9NZJ5 whole entry, looked up, the tested form may be a part): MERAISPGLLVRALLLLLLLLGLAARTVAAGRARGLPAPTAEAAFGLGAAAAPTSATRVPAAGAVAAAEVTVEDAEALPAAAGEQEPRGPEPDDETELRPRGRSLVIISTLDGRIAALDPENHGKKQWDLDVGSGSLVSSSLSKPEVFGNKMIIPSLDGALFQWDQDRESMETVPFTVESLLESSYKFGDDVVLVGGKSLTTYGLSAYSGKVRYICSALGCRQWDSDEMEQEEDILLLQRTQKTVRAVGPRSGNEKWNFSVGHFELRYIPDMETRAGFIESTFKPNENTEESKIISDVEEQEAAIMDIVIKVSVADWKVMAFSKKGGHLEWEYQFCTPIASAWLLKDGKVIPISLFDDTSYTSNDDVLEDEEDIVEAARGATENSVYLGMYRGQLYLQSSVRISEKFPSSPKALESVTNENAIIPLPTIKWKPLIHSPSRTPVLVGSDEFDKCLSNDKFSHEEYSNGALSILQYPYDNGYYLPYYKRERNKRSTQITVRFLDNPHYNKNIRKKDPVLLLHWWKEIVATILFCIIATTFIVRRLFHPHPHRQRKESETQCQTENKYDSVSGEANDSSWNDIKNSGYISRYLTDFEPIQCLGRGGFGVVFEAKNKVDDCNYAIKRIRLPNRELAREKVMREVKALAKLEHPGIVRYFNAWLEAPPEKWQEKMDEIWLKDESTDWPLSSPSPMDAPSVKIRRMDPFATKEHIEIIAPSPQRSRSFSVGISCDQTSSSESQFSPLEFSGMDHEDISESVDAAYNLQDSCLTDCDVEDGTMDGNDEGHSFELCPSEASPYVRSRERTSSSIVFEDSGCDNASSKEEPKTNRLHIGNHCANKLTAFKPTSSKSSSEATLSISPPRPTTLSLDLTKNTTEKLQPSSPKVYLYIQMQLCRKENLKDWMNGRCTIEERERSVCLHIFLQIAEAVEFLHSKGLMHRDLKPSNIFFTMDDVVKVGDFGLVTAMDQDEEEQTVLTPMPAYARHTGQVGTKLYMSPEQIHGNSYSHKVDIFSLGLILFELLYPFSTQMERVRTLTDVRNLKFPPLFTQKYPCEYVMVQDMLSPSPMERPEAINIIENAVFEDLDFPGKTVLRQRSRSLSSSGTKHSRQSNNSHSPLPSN
BaF3 parental: parental Ba/F3 cell viability inhibition, counter-screen for JAK2V617F inhibitor project, murine pro-B, CellTiter-Glo luminescence | CellTiter-Glo ATP luminescence | inhibition, % at 5.6 µM | actives 1.1% (n = 220,000) | AID 1486, 2009;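 active = inhibition above a per-campaign cutoff, the mean inhibition of all tested compounds plus 3 SD, cut at about 27% in these data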;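 note: 0% = DMSO wells and 100% = JAK Inhibitor I control wells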
MDM2 E3 inh: MDM2-luciferase reporter signal enhancers, primary screen, MDM2 E3 ligase inhibitor project, cell-based, luminescence, 1536-well | E3 ubiquitin-protein ligase Mdm2 (Homo sapiens), Q00987 | cell-based MDM2 ubiquitination luciferase reporter, 2 h; 0 = plate control, 100 = twice control, blank-subtracted | signal enhancement, % at 5 µM | actives 0.11% (n = 210,000) | AID 1230, 2008;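 active = signal enhancement of 30% or more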;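 note: luminescence tracks abundance of the self-degrading MDM2-luciferase fusion protein; higher signal means inhibition of MDM2 E3 ligase activity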
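test system = mammalian cells stably expressing self-ubiquitinating, self-degrading MDM2 E3–luciferase fusion | quantity = 2000 cells/well | incubation = cell settling 4 h, compound treatment 2 h, both 37 °C | signal = luminescence with SteadyLite reagent, 15 min at room temperature | evaluation = % enhancement relative to plate controls after blank subtraction | benchmarks = plate controls and plate blanks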
eIF4E-4G inh: eIF4E–eIF4G protein interaction inhibitors, primary screen, biochemical, uHTS, TR-FRET, eIF4GI fragment; Eukaryotic translation initiation factor 4E (Mus musculus) + Eukaryotic translation …; TR-FRET eIF4E-eIF4GI(517-606) binding, 2 h; inhibition, % at 21.7 µM; actives 0.37% (n = 220,000);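 active = inhibition above about 30%, limit read from the data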;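 note: 0% = full FRET control wells and 100% = background wells lacking eIF4GI fragment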
Ba/F3 V617F tox: reduced viability of JAK2V617F-dependent Ba/F3 cells, primary screen, JAK2V617F inhibitor project, cell-based, Ba/F3 EpoR-JAK2V617F, luminescence; ATP luminescence; inhibition, % at 5.6 µM; actives 1.1% (n = 220,000);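 active = inhibition above the campaign mean plus 3 SD over all tested compounds, cut at about 24% in these data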;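 note: cytokine-independent growth of Ba/F3 cells driven by EpoR plus mutant JAK2; 0% = DMSO-treated cells and 100% = JAK inhibitor I control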
NPY-Y2 PAM-ag: NPY-Y2 potentiators or agonists, primary screen, cell-based | activation, % at 3.6 µM | Neuropeptide Y receptor type 2 (Homo sapiens), P49146 | cells expressing NPY-Y2, potentiator/agonist read-out | actives 0.45% (n = 220,000) | AID 1359, 2008; in the data active = activation above about 27%;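 note: cells stimulated with NPY near EC25 plus isoproterenol at EC100; 0% = vehicle plus submaximal agonist and 100% = vehicle plus saturating agonist; some results beyond the cut were filed as inactive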
S1P4 ag: S1P4 receptor agonists, primary screen, cell-based. Sphingosine 1-phosphate receptor 4 (Homo sapiens), O95977. S1P4-expressing cell line, agonist reporter assay. activation, % at 4.98 µM. actives 0.35% (n = 220,000); in the data active = activation above about 11%;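 note: 0% = DMSO vehicle and 100% = reference agonist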
S1P4 antag: S1P4 receptor antagonists, primary screen, cell-based; S1P4-expressing cells, antagonist mode, reporter read-out; Sphingosine 1-phosphate receptor 4 (Homo sapiens), O95977; actives 0.26% (n = 220,000); inhibition, % at 4.98 µM; AID 1510, 2009; in the data active = inhibition above about 29%;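 note: 0% = wells stimulated with agonist and 100% = vehicle wells without agonist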
Numbers without * were called inactive; nt = not tested or not shown; [ ] = another dose, or the depositor's remark. Rows were taken by chance. About 4.1% of those tested had a hit in this group.

SMILES	Wee1 stabilizer	PERK inhibitor	BaF3 parental	MDM2 E3 inh	eIF4E-4G inh	Ba/F3 V617F tox	NPY-Y2 PAM-ag	S1P4 ag	S1P4 antag
Cc1ccn2cc(-c3ccc(NS(=O)(=O)c4ccccc4)cc3)nc2c1	0	-0.4	7	-6	-8[fluorescence artefact?]	1	-10	-0.9	-4
Cc1cc(C)c(S(=O)(=O)NCCn2c(C)cc3ccccc32)c(C)c1	-2	0.1	6	-12	4	-1	6	0.5	4
S=c1nc(-c2ccc(Br)cc2)[nH]c2ccccc12	6	3.0*	0	-14	1	-5	-20	-0.3	12
O=C(/C=C/c1ccc(Cl)cc1Cl)NCCSc1ccccc1	-2	-0.7	4	-8	1[fluorescence artefact?]	-7	-23	-0.2	1
O=C(COC(=O)c1ccc(Cl)nc1)NCc1ccco1	-1	2.0	5	-10	1	-3	0	2.0	-2
COc1ccc2c(Cl)c(-c3nnc4n3CCCCC4)sc2c1	3	0.6	4	-16	-5	-4	14	-1.9	4
Cc1ccccc1NC(=O)C1c2cccc[n+]2CC(=O)N1Cc1ccc2c(c1)OCO2 (stereo not drawn)	4	0.4	-2	-14	8	-3	-5	0.8	-12
CC(C)CNC(=O)Cn1c(=O)c2c(ncn2CC(C)C)n(Cc2ccccc2)c1=O	2	-0.3	8	0	0	1	-4	1.4	-11
O=c1c2cc(N3CCOCC3)ccc2[nH]c(=S)n1CCN1CCCC1	3	0.3	-8	-6	-7	2	10	-0.8	-18
Cc1ccc(Cn2cc(S(=O)(=O)c3ccc(C(C)C)cc3)c(=O)c3cc4c(cc32)OCO4)cc1	-1	0.3	5	-8	8[fluorescence artefact?]	0	-6	1.7	-21
CC(C)CC(=O)N1CCN(S(=O)(=O)c2ccc3ccccc3c2)CC1	-2	0.6	4	-11	-1	-3	5	-2.4	-2
O=C(CC1CC2CCC1C2)Nc1nc(-c2ccccn2)cs1 (stereo not drawn)	-1	0.3	7	-12	-1	4	-8	-1.7	-25
COc1ccc2oc(=O)c(/C(C)=N/Nc3nc(-c4cc(C)ccc4C)cs3)cc2c1	8	-0.2	-1	1	-3	-3	0	1.3	-20
Cc1sc2nc3ccc(NCc4ccco4)nn3c(=O)c2c1C	-1	0.3	-2	-3	-14[fluorescence artefact?]	-3	7	2.3	-5
Cc1cc(C)c(S(=O)(=O)NC(C)C)c(C)c1-n1cnnn1	-3	0.5	1	-1	8	-4	-3	-1.6	3
Cc1ccc(COn2c(-c3ccc(Cl)cc3)nc3ccc([N+](=O)[O-])cc32)cc1	0	0.7	2	-20	10	1	-4	-1.4	-2
O=C(O)CN1CCN(c2ncc(C(F)(F)F)cc2Cl)CC1	4	0.3	0	-6	5	1	11	-3.0	0
CC1(C)Cc2nc(NCCCO)c(C#N)cc2CO1	-1	0.8	2	-7	nt	-1	-2	0.4	-3
O=C(CS(=O)c1ccc(C(F)(F)F)cc1[N+](=O)[O-])Oc1ccc(Cl)cc1 (stereo not drawn)	-2	1.3	4	-2	6	-3	-6	-1.4	-11
NC(=O)c1ccccc1NC(=O)Nc1ccccc1Cl	-4	1.1	10	-2	5	4	-13	-0.3	-18
C#CCOCCOCCOCCNc1nc(N2CCOCC2)nc(N2CCN(C(=O)[C@H](CCC(=O)O)n3cc(C(N)[C@H](C)CC)nn3)CC2)n1 (stereo partly drawn)	8	0.2	5	nt	0	2	1	1.7	-1
COc1cc2c(cc1OC)CN(C(=O)c1ccc(S(=O)(=O)N3CCCC3)cc1)CC2	2	-1.9	6	-6	-3	3	4	-0.5	-8
COc1cccc(N=c2oc3c(C)ncc(CO)c3cc2C(=O)Nc2ccccc2OC)c1	-3	0.3	2	-7	-53	2	-15	0.7	2
COc1ccc(CN(C)C(C)C(=O)Nc2ccc(S(=O)(=O)N3CCCC3)cc2)c(OC)c1OC (stereo not drawn)	2	-0.6	4	-23	-1	2	20	0.2	-16
Cc1ccc2nc(-c3cc(-c4ccccc4)no3)cn2c1	1	-0.9	-2	-74	-5	-1	-20	1.4	-4
Cc1cc(NC(=O)CN2CCN(c3cccc(Cl)c3)CC2)no1	1	0.8	2	-20	1	4	-15	-0.6	-5
COc1ccc(CCNC(=O)CCN2C(=O)COc3ccccc32)cc1OC	-1	0.4	7	3	0	-2	6	-1.3	-18
CC(=O)Nc1sc2c(c1C(c1ccccc1)N1CCOCC1)CCCC2 (stereo not drawn)	-2	1.0	4	-21	9	-4	8	0.8	-4
COC(=O)CNC(=O)c1ccc(C)s1	1	-1.0	5	-3	2	3	-10	1.4	0
O=C(c1cccc(N2CCCC2=O)c1)N1CCOCC1	-1	0.2	5	-8	-2[fluorescence artefact?]	-4	-9	2.1	5
CCO[C@@H]1OC(C(=O)O)=C[C@H](c2coc3ccccc3c2=O)[C@H]1CCCO	2	1.3	-3	nt	1	0	-30	0.3	-18
CN(C)c1cc(-c2ccc([N+](=O)[O-])cc2)oc(=O)c1Cl	0	0.6	-2	-12	3	-2	-11	0.5	-19
Cc1c(C(=O)OC(C)C)nnn1-c1nonc1N	0	1.2	3	-6	-3	0	8	-1.6	-6
O=C(NCc1ccccc1)c1ccc(Br)cc1Br	0	0.3	4	-13	-1[fluorescence artefact?]	1	-2	1.4	-3
Cc1cccc(C)c1NC(=O)C(Cl)=C(Cl)Cl	-1	0.3	-3	-16	2	5	-6	-0.3	14
CCCCNC(=O)CCSc1ccc(C)cc1	-3	1.8	3	3	-9	2	-18	0.5	-3
COc1ccc2nc(SCC(=O)Nc3cc(C)on3)[nH]c2c1	3	-0.6	5	18	-2	-1	-7	2.0	-6
O=C(CNS(=O)(=O)c1ccccc1)NCC(=O)OCc1ccc(Br)cc1	1	0.8	5	-2	3	1	10	-0.2	-12
CN(C)c1nc(-c2ccccc2)nnc1C(F)(F)F	-2	-0.3	2	-11	1	6	-13	0.2	-6
Cc1noc(/C=C/N(C)C)c1S(=O)(=O)NC1CCCCC1	-3	0.1	0	2	1	0	7	-0.3	16
OC(CN=c1sc2ccccc2n1CC(O)COc1ccccc1)COc1ccccc1 (stereo not drawn)	-1	-1.4	8	-4	-5[fluorescence artefact?]	5	3	0.8	0
NC(=O)C1CCN(C2CC(=O)NC2=O)CC1 (stereo not drawn)	0	1.2	3	1	-1	-1	-1	-0.8	17
O=C(/C=C/c1ccco1)OCc1nnc(-c2ccccc2)o1	-1	1.1	3	-22	9	-2	-22	0.8	-3
O=C(COC(=O)/C=C/c1ccc(Br)o1)NCCCN1CCCC1=O	-3	0.0	-2	-12	0	1	-10	2.2	-17
Cc1ccc(-c2nc3ccc(C(=O)O)cc3nc2-c2ccc(C)cc2)cc1	-3	0.8	4	14	-1	2	9	1.1	-13

Nine neighbouring entries already listed:
SMILES	Wee1 stabilizer	PERK inhibitor	BaF3 parental	MDM2 E3 inh	eIF4E-4G inh	Ba/F3 V617F tox	NPY-Y2 PAM-ag	S1P4 ag	S1P4 antag
CCO[C@@H]1OC(C(=O)O)=C[C@H](c2coc3ccccc3c2=O)[C@H]1CCCO	2	1.3	-3	nt	1	0	-30	0.3	-18
CN(C)c1cc(-c2ccc([N+](=O)[O-])cc2)oc(=O)c1Cl	0	0.6	-2	-12	3	-2	-11	0.5	-19
Cc1c(C(=O)OC(C)C)nnn1-c1nonc1N	0	1.2	3	-6	-3	0	8	-1.6	-6
O=C(NCc1ccccc1)c1ccc(Br)cc1Br	0	0.3	4	-13	-1[fluorescence artefact?]	1	-2	1.4	-3
Cc1cccc(C)c1NC(=O)C(Cl)=C(Cl)Cl	-1	0.3	-3	-16	2	5	-6	-0.3	14
CCCCNC(=O)CCSc1ccc(C)cc1	-3	1.8	3	3	-9	2	-18	0.5	-3
COc1ccc2nc(SCC(=O)Nc3cc(C)on3)[nH]c2c1	3	-0.6	5	18	-2	-1	-7	2.0	-6
O=C(CNS(=O)(=O)c1ccccc1)NCC(=O)OCc1ccc(Br)cc1	1	0.8	5	-2	3	1	10	-0.2	-12
CN(C)c1nc(-c2ccccc2)nnc1C(F)(F)F	-2	-0.3	2	-11	1	6	-13	0.2	-6

The list continues:
SMILES	Wee1 stabilizer	PERK inhibitor	BaF3 parental	MDM2 E3 inh	eIF4E-4G inh	Ba/F3 V617F tox	NPY-Y2 PAM-ag	S1P4 ag	S1P4 antag
COc1ccc([N+](=O)[O-])cc1NC(=O)c1ccc(N(Cc2ccccc2Cl)S(C)(=O)=O)cc1	2	-0.8	8	7	9	2	20	0.9	-5
COc1ccc(NC(=S)/N=C(\N)Nc2nc(C)c3ccc(C)cc3n2)cc1	3	1.4	43*	nt	-1	3	-16	0.6	5
Cc1ccccc1N=Cc1cc2c(cc1O)OC(N)=C(C#N)C2c1ccccc1 (stereo not drawn)	0	0.2	1	-6	3[fluorescence artefact?]	-5	5	0.9	-2
CC1CCC2(CC1)NC(=O)c1ccccc1O2 (stereo not drawn)	-1	-1.2	1	-3	6	-6	5	-0.2	-15
C/C(=N\S(=O)(=O)c1ccc(C)cc1)N1CCN(S(=O)(=O)c2ccccc2)C1	-2	0.2	-1	-7	-1	0	4	0.2	-12
Cc1cccc(C)c1NC(=O)C1(NC(=O)C2CCCN2C(=O)OC(C)(C)C)CCCCC1 (stereo not drawn)	2	-1.1	-1	-5	3	-1	6	-1.6	9
COc1ccc(N(C)S(=O)(=O)c2cccc(C(=O)Nc3ccc(OC)nc3)c2)cc1	3	-1.2	2	12	16	-2	-4	0.3	6
CCOC(=O)c1nn(-c2ccc(Cl)cc2)c2nnc(Cc3ccc(C)cc3)c(=O)n12	8	2.1	1	-35	-4	-7	-6	0.2	-22
COCCCNC(=O)C1CC(=O)N(Cc2ccc(OC)cc2)C1 (stereo not drawn)	1	1.5	5	14	-1	2	-11	-0.6	-18
